# MC4R ag barr: activates human MC4R beta-arrestin recruitment. U2OS MC4R beta-arrestin complementation, luminescence; percent of melanotan II response, DMSO zero. activation, % at 8.9 µM. 360,000 tested, 0.98% active;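 active = activation above a per-plate cutoff, the mean activation of sample wells on that plate plus 3 SD, cut at about 8% in these data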
# ABHD5-PLIN5 inh: ABHD5-PLIN5 protein interaction inhibition; Q00G26+Q8WTS1; Split G. princeps luciferase complementation, luminescence, 4 h; inhibition, % at 4 µM; 360,000 tested, 0.78% active;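 active = inhibition above the mean inhibition across every tested compound plus 3 SD, cut at about 22% in these data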;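 note: 0% = DMSO only wells and the 100% control is not disclosed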
# LMP1 NFkB inh: inhibitors of Epstein-Barr LMP1-induced NF-kappaB reporter; LMP1-induced NF-kappaB luciferase reporter cells, luminescence; 350,000 tested, 0.69% active; inhibition, % at 12.5 µM; in the data active = inhibition above about 41%;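 note: 0% = neutral control wells and 100% = reference inhibitor control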
# NCOA2 inhibitor: inhibits human steroid receptor coactivator 2; HEK293 GAL4-SRC2 luciferase reporter, luminescence; Q15596; 370,000 tested, 0.17% active; inhibition, % at 9 µM;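 active = inhibition above the mean inhibition of all tested compounds plus 3 SD, set per campaign, cut at about 52% in these data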;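 note: 0% = DMSO treated cells and 100% = cells given Gossypol at 36 µM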
# Target sequence (Q15596 whole entry, looked up, the tested form may be a part): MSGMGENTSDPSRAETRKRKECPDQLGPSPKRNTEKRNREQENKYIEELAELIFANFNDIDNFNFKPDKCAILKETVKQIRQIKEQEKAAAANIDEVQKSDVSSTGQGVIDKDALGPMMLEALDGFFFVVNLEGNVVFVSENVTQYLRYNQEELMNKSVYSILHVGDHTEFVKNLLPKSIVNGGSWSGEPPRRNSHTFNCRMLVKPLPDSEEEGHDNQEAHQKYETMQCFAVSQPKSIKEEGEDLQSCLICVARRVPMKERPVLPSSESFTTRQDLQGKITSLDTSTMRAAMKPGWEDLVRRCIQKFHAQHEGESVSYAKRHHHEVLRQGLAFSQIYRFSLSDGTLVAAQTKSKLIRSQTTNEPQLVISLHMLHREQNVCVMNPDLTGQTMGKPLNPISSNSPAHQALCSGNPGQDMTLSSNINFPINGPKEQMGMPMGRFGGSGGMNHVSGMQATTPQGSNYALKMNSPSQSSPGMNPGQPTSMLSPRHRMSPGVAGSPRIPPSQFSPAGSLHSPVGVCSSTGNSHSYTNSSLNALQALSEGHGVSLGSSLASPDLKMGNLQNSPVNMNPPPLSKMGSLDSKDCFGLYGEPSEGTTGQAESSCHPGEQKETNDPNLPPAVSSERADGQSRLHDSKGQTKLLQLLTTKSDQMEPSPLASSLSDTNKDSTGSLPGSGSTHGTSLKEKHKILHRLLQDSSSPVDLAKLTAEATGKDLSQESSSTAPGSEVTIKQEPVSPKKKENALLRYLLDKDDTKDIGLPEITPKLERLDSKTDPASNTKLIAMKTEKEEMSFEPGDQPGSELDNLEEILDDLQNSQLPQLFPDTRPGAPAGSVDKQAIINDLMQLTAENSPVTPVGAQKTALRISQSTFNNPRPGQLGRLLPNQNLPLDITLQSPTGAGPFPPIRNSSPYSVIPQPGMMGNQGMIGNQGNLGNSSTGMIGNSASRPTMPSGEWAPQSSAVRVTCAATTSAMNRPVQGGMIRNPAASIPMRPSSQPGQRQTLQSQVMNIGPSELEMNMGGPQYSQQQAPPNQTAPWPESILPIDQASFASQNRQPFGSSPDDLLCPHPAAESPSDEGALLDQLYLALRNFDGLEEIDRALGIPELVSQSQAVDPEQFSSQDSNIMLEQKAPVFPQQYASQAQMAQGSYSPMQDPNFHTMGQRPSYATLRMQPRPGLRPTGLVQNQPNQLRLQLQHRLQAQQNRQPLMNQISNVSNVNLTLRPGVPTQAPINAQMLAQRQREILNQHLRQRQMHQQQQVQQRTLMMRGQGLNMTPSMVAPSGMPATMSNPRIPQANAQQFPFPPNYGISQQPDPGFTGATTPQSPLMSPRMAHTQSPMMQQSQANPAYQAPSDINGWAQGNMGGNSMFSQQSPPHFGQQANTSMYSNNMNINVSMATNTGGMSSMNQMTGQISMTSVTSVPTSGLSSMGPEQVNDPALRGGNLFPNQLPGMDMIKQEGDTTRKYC
# TLR9-MyD88 block: TLR9-MyD88 interaction inhibition; inhibition, % at 4.98 µM; 340,000 tested, 0.21% active; AID 504734; CHO BLA complementation TLR9-MyD88, CCF4 FRET ratio; Q9NR96+Q99836;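 active = inhibition above the mean over all tested compounds plus 3 SD, cut at about 21% in these data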;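 note: 0% = DMSO only wells and 100% = clavulanate BLA inhibitor control wells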
# NCOA1 inh: inhibitors of human steroid receptor coactivator 1 (SRC1) | Q15788 | HEK293 GAL4-SRC1 luciferase reporter, luminescence | inhibition, % at 3.6 µM | 360,000 tested, 0.12% active;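 active = inhibition above the campaign mean plus 3 SD, with each screening campaign given its own cutoff, cut at about 60% in these data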;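 note: 0% = DMSO treated cells and 100% = gossypol at 36 µM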
# MC4R antagonist: human MC4R antagonism in cAMP assay. inhibition, % at 6.5 µM. MC4R-expressing cells, MTII-stimulated cAMP, LANCE TR-FRET. P32245. 360,000 tested, 0.48% active;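 active = inhibition above its plate's cutoff, the mean of tested wells on that plate plus 3 SD, cut at about 29% in these data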;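 note: 0% = Melanotan II alone and 100% = Melanotan II plus saturating MCL0020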
#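 System – human MC4R-expressing U2OS cells · Also added – Melanotan II · Dosing – one concentration, 6.5 µM nominal · Timing – 30-min compound, 1-h challenge, 1-h detection, room temperature · Measured by – Eu-cAMP/anti-cAMP TR-FRET, emission 671 nm · Replicates – singlicate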
# LRH-1 inv ag: NR5A2 inverse agonism in reporter assay; 360,000 tested, 0.13% active; HEK293T StAR-luciferase reporter, LRH-1 transfected, 24 h; inhibition, % at 3.6 µM;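 active = inhibition above the mean inhibition of all tested compounds plus 3 SD, cut at about 73% in these data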;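 note: 0% = DMSO wells and 100% = reporter-only cells lacking LRH-1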
# SRC3 inh: human NCOA3 inhibition; HEK293 GAL4-SRC3 luciferase reporter, luminescence; 360,000 tested, 0.17% active; inhibition, % at 3.6 µM;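 active = inhibition above a per-campaign cutoff, the mean of all compounds plus 3 SD, cut at about 60% in these data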;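 note: 0% = DMSO-treated cells and 100% = gossypol-treated cells at 36 µM; higher means less SRC3-driven luciferase light from the GAL4 reporter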
# NOD2 RIPK2 PPI: NOD2-RIPK2 protein interaction inhibition; inhibition, % at 4.98 µM; AID 624267; 360,000 tested, 0.38% active; CHO BLA complementation NOD2-RIPK2, CCF4 ratio; in the data active = inhibition above about 21%;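 note: 0% = vehicle only and 100% = reference blocker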
# NR2F2 inh: inhibitors of human COUP-TFII (NR2F2) | P24468 | HEK293T NGFI-A luciferase reporter, luminescence | AID 686940 | inhibition, % at 8.6 µM | 370,000 tested, 0.7% active;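 active = inhibition above a per-plate cutoff, mean inhibition of test wells between control levels plus 3 SD, cut at about 38% in these data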;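 note: cells cotransfected with COUP-TFII expression vector driving the NGFI-A reporter; 0% = median of COUP-TF2 test wells and 100% = reporter-only cells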
# * = called active by the depositor; · = no result given. This is a subset (hit frequency here may not be typical).
MC4R ag barr	LMP1 NFkB inh	NCOA1 inh	LRH-1 inv ag	NOD2 RIPK2 PPI	NCOA2 inhibitor	MC4R antagonist	SRC3 inh	ABHD5-PLIN5 inh	NR2F2 inh	TLR9-MyD88 block	SMILES
-1.7	4	-8	5	6	·	12	12	1	·	-6	CC(C)N1CCC(N2CCN(C/C=C/c3ccccc3)CC2CCO)CC1 (stereo not given)
-0.3	-24	-135	-67	-1	-94	11	-93	-4	-50	-1	O=C(NC(=O)c1ccccc1)Nc1ccc(Cl)cn1
0.4	4	-9	10	2	-4	4	14	8	8	15	O=C(COc1ccccc1)NC(=S)Nc1ccc2c(c1)Cc1ccccc1-2
0.2	-19	12	-39	1	9	18	13	5	-1	-2	O=C(Nc1ccc(S(=O)(=O)Nc2ncccn2)cc1)c1nn(Cc2ccccc2)c(=O)c2ccccc12
0.2	-18	1	-10	1	0	0	-7	9	-18	2	CCC(=O)c1ccc(OCC(O)CN2CCCCC2)cc1 (stereo not given)
-0.4	0	-43	-14	-13	-13	2	-9	4	3	6	CC(O)Cc1nsc(NC(=O)c2cccs2)n1 (stereo not given)
-0.7	-6	-42	-14	-9	-12	-3	14	2	-3	-2	COc1cc(/C=N/NC(=O)C(=O)NCc2ccco2)cc(Br)c1O
-3.1	8	-1	10	-2	23	2	10	-1	-12	7	Cc1ccc(N(CC(=O)NCC2CCCO2)C(=O)Cn2nnc(-c3cccs3)n2)cc1 (stereo not given)
-3.9	2	-4	-7	4	-4	12	-7	-1	-14	5	Cc1ccc(OCC(=O)Nc2sc3c(c2C#N)CC(C)(C)NC3(C)C)cc1
-1.0	-38	6	11	-1	10	0	0	-10	-4	-4	CCCCOc1cc(NCc2ccccc2)c2ncn(C(C)C)c2c1
-2.1	2	-1	17	10	25	8	19	3	13	6	CC(C)C(=O)Nc1ccc(C(=O)NNC(=O)CCCOc2ccc(Cl)cc2Cl)cc1
-1.8	1	9	9	-9	15	9	20	3	21	-7	CCN1CCN(S(=O)(=O)c2ccc(Cl)c(C(=O)N(C)C3CCCCC3)c2)CC1

# Some of the entries so far, with bars between the fields.
Molecule | MC4R ag barr | LMP1 NFkB inh | NCOA1 inh | LRH-1 inv ag | NOD2 RIPK2 PPI | NCOA2 inhibitor | MC4R antagonist | SRC3 inh | ABHD5-PLIN5 inh | NR2F2 inh | TLR9-MyD88 block
CCC(=O)c1ccc(OCC(O)CN2CCCCC2)cc1 (stereo not given) | 0.2 | -18 | 1 | -10 | 1 | 0 | 0 | -7 | 9 | -18 | 2
CC(O)Cc1nsc(NC(=O)c2cccs2)n1 (stereo not given) | -0.4 | 0 | -43 | -14 | -13 | -13 | 2 | -9 | 4 | 3 | 6
COc1cc(/C=N/NC(=O)C(=O)NCc2ccco2)cc(Br)c1O | -0.7 | -6 | -42 | -14 | -9 | -12 | -3 | 14 | 2 | -3 | -2
Cc1ccc(N(CC(=O)NCC2CCCO2)C(=O)Cn2nnc(-c3cccs3)n2)cc1 (stereo not given) | -3.1 | 8 | -1 | 10 | -2 | 23 | 2 | 10 | -1 | -12 | 7
Cc1ccc(OCC(=O)Nc2sc3c(c2C#N)CC(C)(C)NC3(C)C)cc1 | -3.9 | 2 | -4 | -7 | 4 | -4 | 12 | -7 | -1 | -14 | 5

# (listing goes on)
MC4R ag barr	LMP1 NFkB inh	NCOA1 inh	LRH-1 inv ag	NOD2 RIPK2 PPI	NCOA2 inhibitor	MC4R antagonist	SRC3 inh	ABHD5-PLIN5 inh	NR2F2 inh	TLR9-MyD88 block	SMILES
-1.9	-4	-51	10	0	-6	7	-9	0	11	-6	CCOC(=O)c1nnc2cc(-c3ccc(Br)cc3)nn2c1C
-2.4	-2	4	1	-4	3	-1	1	0	1	1	CC1C(=O)N2CCCc3cc(S(=O)(=O)N(C)Cc4ccccc4)cc1c32 (stereo not given)
-2.1	-1	-9	17	3	6	4	10	2	-3	-10	CCOc1cccc(C(=O)NC(=S)NCc2cccnc2)c1
1.0	-3	-33	27	8	-50	-1	-11	0	-7	4	COc1ccccc1NC(=O)CN1C(=O)C(C)Oc2ccccc21 (stereo not given)
-1.1	-6	6	-5	-2	9	1	-14	10	-14	-13	Cc1nc2sc(C(c3ccc(F)cc3)N3CCN(C(=O)c4ccco4)CC3)c(O)n2n1 (stereo not given)
-1.6	-6	-3	12	1	-8	0	4	0	3	3	Cc1occc1C(=O)NNC(=O)Nc1ccc(F)cc1F
-0.1	-12	-7	-11	-8	-45	-2	-15	-4	1	-10	CCCCC(=O)Nc1ccc(C(=O)Nc2cccnc2)cc1
1.7	0	-7	5	5	-2	-1	13	-7	18	2	COC(=O)c1ccc(NC(=O)C2CCN(C(=O)c3cc(OC)c(OC)c(OC)c3)CC2)cc1
3.5	-5	17	-1	-3	-14	9	9	7	7	-10	COc1ccc(C(=O)Nc2cc(Cl)ccc2C(=O)O)cc1
-0.8	·	-10	40	1	-10	6	-9	4	8	·	Cc1ccsc1C(=O)N1CCC1(C)C(=O)Nc1cccc(C#N)c1 (stereo not given)
2.5	-4	-12	-53	5	-32	4	-34	1	-37	-3	Cc1cccc(NC(=O)NC(=S)NC(=O)c2ccccc2)c1
-1.3	13	-4	13	-3	-9	9	0	2	-11	-6	O=S(=O)(NCCN1CCN(S(=O)(=O)c2ccccc2F)CC1)c1ccccc1F

# As entered above.
# TLR9-MyD88 block result of `COc1ccc(C(=O)Nc2cc(Cl)ccc2C(=O)O)cc1` reads -10
# LRH-1 inv ag result of `Cc1nc2sc(C(c3ccc(F)cc3)N3CCN(C(=O)c4ccco4)CC3)c(O)n2n1` (stereo not given) reads -5
# LRH-1 inv ag result of `Cc1cccc(NC(=O)NC(=S)NC(=O)c2ccccc2)c1` reads -53
# NCOA2 inhibitor result of `CCOC(=O)c1nnc2cc(-c3ccc(Br)cc3)nn2c1C` reads -6
# NR2F2 inh result of `CCCCC(=O)Nc1ccc(C(=O)Nc2cccnc2)cc1` reads 1

# Following part:
MC4R ag barr	LMP1 NFkB inh	NCOA1 inh	LRH-1 inv ag	NOD2 RIPK2 PPI	NCOA2 inhibitor	MC4R antagonist	SRC3 inh	ABHD5-PLIN5 inh	NR2F2 inh	TLR9-MyD88 block	SMILES
0.8	1	-10	6	-1	-5	17	7	-2	8	2	CCc1cc2c(=O)n(CC(=O)NCCc3ccc(OC)c(OC)c3)cnc2s1
·	·	-70	-129	3	-40	·	-86	6	-36	·	c1ccc(-c2ccc3ncccc3n2)cc1
22*	-1	2	16	-13	-2	0	-11	-5	3	8	O=C(COc1ccc2c(c1)OCO2)Nc1ccc2c(c1)oc1ccccc12
-0.5	0	6	5	-7	23	2	8	-3	8	-6	O=C(NCCCn1ncc2ccccc21)c1cc(COc2c(F)cccc2F)on1
1.6	14	11	-7	-1	18	18	31	-3	14	-6	Cn1c(=O)c2cc(S(=O)(=O)Nc3ccc4c(c3)OCO4)ccc2n(C)c1=O
-0.7	-6	-16	28	1	-2	14	-9	1	0	4	Cc1ccc(NC(=O)Cn2nc(C(=O)O)c3ccccc3c2=O)cc1S(=O)(=O)N1CCCCC1
-2.4	0	7	10	-1	4	0	7	2	-8	3	COc1ccc(NC(=O)CSc2nc(-c3ccco3)nc3cc(=O)[nH]n23)cc1Cl
0.3	-3	3	-6	7	-19	3	-13	5	-10	6	Cc1ccc(NC(=S)N2CCN(c3ncccn3)CC2)cc1C
0.1	4	-14	11	-10	-17	7	3	1	-4	-8	CCOC(=O)c1nn(-c2cccc(C)c2)c2nc(-c3ccccc3)c(C#N)c(=O)n12
-1.4	8	-8	8	-5	4	-1	10	3	-3	3	Cc1[nH]c(=O)[nH]c(=O)c1S(=O)(=O)N1c2ccc(F)cc2CCC1C (stereo not given)
-1.2	1	-23	3	4	-3	4	-29	5	-19	6	Cn1c(=O)c2c(nc(N3CCOCC3)n2CC(=O)C23CC4CC(CC(C4)C2)C3)n(C)c1=O
-2.5	-6	-3	-2	1	-23	3	-2	3	-11	2	NC(=O)Cn1cc(C(=O)c2cccs2)c2ccccc21
-2.1	-8	-3	-4	-13	8	2	-5	0	-15	-2	CNC(=O)C(=O)Nc1ccc(C)cc1C
-2.2	6	0	2	-13	-9	1	25	-1	10	0	CC(NC(=O)c1cccc(S(=O)(=O)N2CCN(Cc3ccccc3)CC2)c1)c1ccc(Br)cc1 (stereo not given)
-1.3	-5	5	14	28*	-7	-6	-9	-3	-4	-4	N#CC1=C(N)Oc2cc(N)ccc2C1c1ccccc1Cl (stereo not given)
1.4	1	-76	-12	5	-31	24	-38	1	-11	-4	Cc1ccc(C(=O)Nc2ccc(C(=O)N/N=C/c3c[nH]c4ccccc34)cc2)cc1
-0.2	5	6	20	-4	-9	5	-27	-3	6	-7	CCCCN1C(=O)CN(CCc2ccccc2)C(=O)C1c1ccc(OC)cc1 (stereo not given)
3.0	1	-6	-27	-3	9	-2	-6	13	4	9	Cc1ccccc1Cn1c2ccccc2c2cnn(CC(=O)NCc3ccccn3)c(=O)c21
-0.2	3	-4	-12	-6	1	15	10	20	22	5	Cc1ccc(-c2cc(-c3ccc(Cl)cc3)c(C#N)c(N)n2)o1
0.8	4	7	-18	0	7	-4	2	-5	-10	-3	COc1ccc(NC(=O)c2ccc(S(=O)(=O)N3CC(C)CC(C)C3)cc2)cc1S(N)(=O)=O (stereo not given)
-2.9	-6	-7	2	8	-70	18	-8	-2	-23	1	CCOc1ccc2[nH]c3c(NCCO)ncnc3c2c1
-0.5	-10	-9	13	0	-8	3	-15	15	16	6	O=C(c1ccc2nc(-c3ccco3)c(-c3ccco3)nc2c1)N1CCN(c2ncccn2)CC1
-7.0	·	0	0	3	6	3	-4	5	-1	·	Cc1nc2c(OCc3ccc(Cl)cc3Cl)cccn2c1N(C)Cc1cccs1
-3.5	-1	0	5	-2	-1	5	3	2	-20	-2	Cc1c(NS(=O)(=O)c2cc(C(=O)NCC3CCCO3)cc(Cl)c2Cl)c(=O)n(-c2ccccc2)n1C (stereo not given)
